# High-throughput results: PubChem BioAssay, National Center for Advancing Translational Sciences (NCATS)
# DRD3 agonist – D3 dopamine receptor (human) agonism. P35462. D3R DiscoveRx beta-arrestin cells, luminescence, 90 min. max activation, %. 410,000 tested, 0.58% active; in the data active means max activation above about 30%; further: 0% is about no effect; mostly tested at two doses, the higher about 12 µM
# Target sequence (P35462 whole entry, looked up): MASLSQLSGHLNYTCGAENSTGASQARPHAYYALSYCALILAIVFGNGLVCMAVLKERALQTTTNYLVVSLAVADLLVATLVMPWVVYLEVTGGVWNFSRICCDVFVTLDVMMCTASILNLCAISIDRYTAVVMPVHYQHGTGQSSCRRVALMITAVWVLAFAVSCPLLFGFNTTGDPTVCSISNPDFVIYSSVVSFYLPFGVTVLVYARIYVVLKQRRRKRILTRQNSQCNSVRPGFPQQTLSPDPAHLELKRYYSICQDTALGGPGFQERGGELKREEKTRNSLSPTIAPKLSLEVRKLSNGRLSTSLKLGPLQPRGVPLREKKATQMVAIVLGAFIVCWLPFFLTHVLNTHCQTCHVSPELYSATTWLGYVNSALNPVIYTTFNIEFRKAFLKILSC
#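 Cells at 1500/well, incubated overnight, then treated with pinned compounds (dopamine as control) for 90 min at 37 degrees C. DiscoveRx reagent added for 30 - 60 minutes at room temperature; luminescence read.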
# pAkt inh – Akt phosphorylation inhibition. 360,000 tested, 0.32% active. activity change, % for hits at 50 µM. Neuro2A IGF-stimulated pAkt S473 HTRF, 20 min; hits give low values; in the data active means activity change below about -80%; inconclusive means mostly about -51% to -80%; further: on the % scale 0 is the no-effect control and ±100 the full control effect
#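 Neuro2A cells (4,500/well, DMEM with 0.5% FBS) were treated with compound at a single 50 µM final concentration, stimulated with 6 nM IGF for 20 min at 37 °C, and lysed. Phospho-Akt Ser473 was read by HTRF as 665/615 ratio ×10^4.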
# CCT modulator – modulators of cytosolic chaperonin (CCT/TRiC) activity; activity change, % (test concentration not listed), hits read low; 360,000 tested, 0.3% active; purified chaperonin ATPase assay, HTRF ADP detection, 30 min; in the data active means activity change below about -30%; further: on the % scale 0 is the no-effect control and ±100 the full control effect
#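 First, chaperonin was dispensed at 40 nM or 20 nM final depending on batch activity. Next, compounds were pinned at 76 uM and ATP added at 10 uM. After 30 min at 37 °C, ADP detection reagents ran 30 min at ambient temperature.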
# Mm-Cpn inhibitor – blocks the Methanococcus maripaludis chaperonin Mm-Cpn; purified Mm-Cpn ATPase, ADP Transcreener TR-FRET; Potency, µM (doses to about 76.9 µM), inactives show at the top dose activity, negative = inhibition, hits mostly inhibitors; 330,000 tested, 0.031% active; AID 504842; further: potency means the concentration at half of the fitted maximal effect; on the % scale 0 is the no-effect control and ±100 the full control effect; nearly all actives have a fitted effect of over 80% in size
#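 TR-FRET (320 nm excitation; 590 and 665 nm emission) reports ADP made from 10 uM ATP by 25 nM enzyme; compounds were preincubated 10 min, reaction run 30 min, both at 37°C.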
# EPAC2 antagonist – blocks human EPAC2 exchange factor; 360,000 tested, 0.18% active; EPAC2 GEF exchange of Rap1B-BODIPY-GDP, fluorescence; Potency, µM (top dose mostly 114 µM), without a hit: at the top dose activity, negative = inhibition, actives largely listed as inhibitors; Q8WZA2; further: potency means the concentration at half of the fitted maximal effect; on the % scale 0 is the no-effect control and ±100 the full control effect; nearly all actives have a fitted effect of over 45% in size; many of its hits are not listed in these tables
# PTHR1 ag – agonists of human PTHR1 parathyroid hormone receptor; AID 743266; 410,000 tested, 0.075% active; Potency, µM (doses to about 115 µM), without a hit: at the top dose activation, hits mostly activators; HEK293 GP2 PTHR1 cells, GloSensor cAMP luminescence, 1 h; Q03431; further: potency means the concentration at half of the fitted maximal effect; nearly all actives have a fitted effect of over 55% in size; some results filed as inactive show a strong effect at the top dose; inactives centre near -15; many of its hits are not listed in these tables
# Target sequence (Q03431 whole entry, looked up): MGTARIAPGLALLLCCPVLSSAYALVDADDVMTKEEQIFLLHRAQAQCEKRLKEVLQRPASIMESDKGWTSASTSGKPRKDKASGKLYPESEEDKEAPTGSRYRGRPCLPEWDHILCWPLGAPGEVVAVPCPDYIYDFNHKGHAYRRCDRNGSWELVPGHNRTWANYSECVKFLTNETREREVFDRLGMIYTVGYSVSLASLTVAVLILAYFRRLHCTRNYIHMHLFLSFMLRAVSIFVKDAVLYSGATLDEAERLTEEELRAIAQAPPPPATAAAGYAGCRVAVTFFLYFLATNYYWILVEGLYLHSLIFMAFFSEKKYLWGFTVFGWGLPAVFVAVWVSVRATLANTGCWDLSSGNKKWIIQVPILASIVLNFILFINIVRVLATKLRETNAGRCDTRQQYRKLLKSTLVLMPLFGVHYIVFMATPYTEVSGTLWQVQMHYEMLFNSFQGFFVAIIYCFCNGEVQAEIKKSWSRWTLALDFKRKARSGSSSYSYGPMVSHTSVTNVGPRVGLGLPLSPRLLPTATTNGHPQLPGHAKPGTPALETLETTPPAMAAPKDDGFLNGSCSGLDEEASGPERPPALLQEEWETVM
#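 HEK-293-derived GP2 cells expressing PTHR1 and a GloSensor cAMP reporter, 3,000/well, plated overnight, given luciferin plus IBMX (each 0.5 mM as added) for 1 h at 37 °C, then compound for 1 h at 37 °C. Luminescence was read after 15 min at room temperature.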
# EPAC2 ag – activates human EPAC2 exchange factor | Q8WZA2 | EPAC2 activation, biochemical qHTS; response scale: 100% = 6.5 mM cAMP response | Potency, µM (series often up to 154 µM), inactives show top-dose activation, usual class: activators | 360,000 tested, 0.079% active | AID 720711; further: potency means the concentration at half of the fitted maximal effect; nearly all actives have a fitted effect of over 50% in size
#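 Setup: EPAC2 100 nM, labeled Rap1B complex 250 nM, free GDP 50 uM. Compound titrations pinned in, brief spin, 5 min room temperature incubation. Kinetic fluorescence read over 30 min, normalized to 6.5 mM cAMP.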
# DRD3 antagonist – D3 dopamine receptor (human) antagonism. D3R cells, DiscoveRx beta-arrestin luminescence, antagonist mode; hits give low values. 360,000 tested, 2.5% active. max response, negative = inhibition, %. P35462; in the data active means max response below about -50%; inconclusive means no clear call, values can overlap the other calls; further: on the % scale 0 is the no-effect control and ±100 the full control effect; mostly tested at two doses, the higher about 12 µM
#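 Cells plated overnight at 1500 cells/well, then exposed to library compounds with dopamine controls for 90 minutes at 37 degrees C. DiscoveRx reagent added for 30–60 minutes at room temperature; luminescence read, quantitative HTS format.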
# Numbers without * were called inactive; i = inactive; u = inconclusive; x = not tested or not shown; & = joins results of further samples; [ ] = dose if it differs, or a comment. Unless noted, the call rests on the fitted dose curve; in most records, active means well fitted curve in the direction sought with a large enough effect; inconclusive means small, poorly fitted or top-dose-only effect, or another doubt; inactive means no such curve, though single readings can be large; an effect the other way counts as inactive or inconclusive. Some of the compounds tested; rates above refer to the full screens.
SMILES,DRD3 agonist,pAkt inh,CCT modulator,Mm-Cpn inhibitor,EPAC2 antagonist,PTHR1 ag,EPAC2 ag,DRD3 antagonist
Cc1ccc(CNC(=O)Cn2cnc3c(NCc4ccccc4)ncnc32)o1,-15.4,i,-1.4,-1.2%,11.3%,-22.1%,5.9%,-29.7
O[C@@H]1COC(Nc2ccc(N=Nc3ccccc3)cc2)C[C@@H]1O (stereo partly drawn),-0.4,i,0.0,-3.0%,-1.0%,-13.2%,10.1%,-9.0
CCCC1(c2ccccc2)NC(=O)N(CC(=O)Nc2ccc3c(c2)OCCO3)C1=O (stereo not drawn),-0.4,i,0.7,-3.7%,-14.7%,-6.7%,5.0%,-16.5
CSCCC1NC2(C(=O)Nc3c(C)cc(Cl)cc32)[C@@H]2C(=O)N(C3CCCC3)C(=O)[C@H]12 (stereo partly drawn),-2.2,i,0.7,-0.7%,-15.2%[57.1 µM],-70.9%[57.5 µM],-10.8%,3.7
COc1ccc(CNC(=O)CC(C)S(=O)(=O)c2ccc3c(c2)NC(=O)CO3)cc1 (stereo not drawn),3.0,i,-0.4,-1.0%,-5.6%,i,7.7%,-7.2
O=C(CSCc1cnn(-c2ccccc2)c1-n1cccc1)NCC1CCCO1 (stereo not drawn),4.2,i,-2.0,-1.2%,4.3%,-2.5%[57.5 µM],5.5%,22.8
CC(=O)N1CCN(c2ccc(NS(=O)(=O)c3ccc(C)cc3)cc2)CC1,-2.9,i,-1.0,-3.3%,0.6%,i,-2.2%,12.9
O=C(NC1CCCC1)C(c1ccco1)N1CCC(O)(c2ccc(Cl)cc2)CC1 (stereo not drawn),-11.5,i,x,x,-10.8%,i,2.1%,3.3
Cc1cc(C)nc(N(C#N)Cc2ccc(Cl)cc2)n1,0.2,i,-2.3,0.9%,-21.3%,-7.3%,6.4%,-10.1
O=C(CCCOc1ccccc1)Nc1cccc(S(=O)(=O)N2CCCCC2)c1,4.4,i,-0.3,-2.3%,-1.4%,-31.2%,6.4%,4.5
CC(Nc1ccc(S(=O)(=O)N2CCN(C)CC2)cc1[N+](=O)[O-])c1ccccc1 (stereo not drawn),6.2,i,-2.3,-4.0%,3.5%,i,-2.2%,14.6
O=C(CNC(=O)c1ccccc1F)OCc1nc2ccc(Cl)cc2n1CCO,-1.1,i,-4.9,-1.5%,-6.9%,-29.9%,11.6%,-3.6
CCOc1ccc(CCNC(=O)c2sc3nc4n(c(=O)c3c2C)CCC4)cc1,-12.4,i,1.0,1.0%,-0.8%,-5.3%,-6.9%,-0.2
O=C(O)C(C(=O)O)=C1C2CC3CC(C2)CC1C3,-15.3,i,0.8,0.2%,3.7%,-27.2%,10.8%,-10.3
CCC1=Nc2cc(C(=O)NCC3CCCO3)ccc2Sc2ccc(Br)cc21 (stereo not drawn),-0.6,i,-0.1,1.1%,-19.4%,-73.3%[inhibitor],15.8%,-15.0
O=C(CCC(=O)N1CCOCC1)Nc1ccc(Cl)c(Cl)c1,-17.7,i,2.1,0.4%,9.4%,-11.5%,-2.6%,-5.9
CCOc1ccc2[nH]c(=O)c(CN(CCO)Cc3nnnn3CCc3ccccc3)cc2c1,-3.0,i,-0.3,-3.1%,-1.4%,i,4.6%,-4.5
CC(C)Oc1ccc(/C=C/C(=O)NCC2COc3ccccc3O2)cc1 (stereo not drawn),-11.1,i,-1.7,-0.9%,-2.2%,-16.4%,5.1%,2.8
O=[N+]([O-])c1cccc(CON=Cc2cc(Cl)ccc2O)c1,1.7,i,-1.4,x,0.9%,-18.2%,21.2%,4.6
CCCC(=O)n1nc(-c2ccc(Cl)cc2)nc1SC,-6.2,i,-0.6,0.3%,-0.1%,-8.7%,-1.9%,-17.1
CN(CC1CCN(CCc2cccc(C(F)(F)F)c2)CC1)C(=O)c1ccc(F)cc1F,-26.7,i,-0.1,-0.1%,0.5%,-35.0%[inhibitor],-2.2%,-69.2*
COc1ccccc1NC(=O)CSc1nnc(C)n1CCc1ccccc1,-0.8,i,-0.6,-3.8%,7.3%,i,-10.6%,-19.6
Cc1ccc(S(=O)(=O)N(C)c2ccc3ccccc3c2)cc1,0.8,i,-0.6,1.4%,-17.6%,-19.5%,8.8%,-2.4
O=C(NCCCn1ccnc1)c1ccc(N2CCCCC2)c([N+](=O)[O-])c1,-17.4,i,-3.4,-0.7%,2.5%,-0.1%,2.8%,u
CCOC(=O)C1CCN(C(=O)CN(C)S(=O)(=O)c2cc(C)ccc2OC)CC1,-23.7,i,-4.3,0.7%,13.6%,1.6%[57.5 µM],-0.9%,-27.4
SMILES,DRD3 agonist,pAkt inh,CCT modulator,Mm-Cpn inhibitor,EPAC2 antagonist,PTHR1 ag,EPAC2 ag,DRD3 antagonist
CCOc1ccc(OCc2ccc(C(=O)Nc3cccnc3)cc2)cc1,2.7,i,-0.1,3.8%,5.7%,-28.5%,9.7%,33.6
O=C(C[C@@H]1C/C=C\CCC(=O)OC[C@@H]2CCCN2C1=O)N[C@@H](CO)Cc1ccccc1,-2.0,i,-1.2,-0.2%,11.9%,-14.4%,9.4%,-28.9
CC1=C(C(=O)NCc2ccc(Cl)cc2)C2(CCC(C)CC2)OC1=O (stereo not drawn),1.5&-1.4,i,0.4,1.5%,-14.5%,-7.8%&-42.7%,7.0%,3.1
Cc1ccccc1C(=O)Nc1nnc(SC(C)C)s1,-2.5,i,-1.9,-7.2%,1.7%,-63.3%,9.4%,-17.1
O=C(N/N=C/c1cccnc1)c1ccco1,-3.0,i,0.0,-0.3%,-0.2%,i,-2.1%,-8.3
CCOC(=O)c1ccc(-c2ccc3c(=O)c4ccccc4n(C)c3c2)cc1F,6.6,i,0.3,-2.3%,5.6%,-21.0%,-1.2%,6.7
O=C(NC1CCCCCC1)C1CCN(S(=O)(=O)c2cccc3cccnc23)CC1,1.8,i,-0.2,-1.0%,4.5%,-21.0%,1.7%,-29.0
Cc1ccc(C)c(COC(=O)c2cc([N+](=O)[O-])ccc2N2CCOCC2)c1,-7.6,i,1.2,5.7%,-18.9%,-0.3%,9.4%,0.0
Cc1cc2c(cc(C(=O)NCCCN3CCOCC3)n2Cc2ccc(Cl)cc2)o1,-9.9,i,-0.4,0.4%,-10.2%,i,-1.7%,-19.3
C=CCNc1oc(-c2cccs2)nc1S(=O)(=O)c1ccccc1,3.2,i,-3.9,0.8%,-28.0%,-12.8%,8.0%,10.6
COc1ccc2[nH]c(=O)c(CN(C(=O)C3CCCO3)c3ccc(C)c(C)c3)cc2c1 (stereo not drawn),15.2,i,0.0,-0.9%,-15.6%,i,0.9%,2.1
Cc1cccc(NC(=O)c2ccc([N+](=O)[O-])o2)n1,-3.4,i,0.1,1.7%,5.4%,i,-3.8%,0.0
CCOC(=O)CN1C(=O)C(=O)N(Cc2ccccc2F)C1=O,4.1,i,1.4,-0.8%,10.9%,i,6.0%,-7.4
O=c1c2c(n3cnnc3n1-c1ccccc1)-c1ccccc1CC21CCCCC1,0.1,-113.7%*,-0.3,-0.3%,10.3%[57.1 µM],i,-9.1%,7.0
OCCN1CCN(c2nc3ccccc3nc2-c2ccccc2)CC1,-10.3,i,0.0,-3.6%,18.1%,i,-1.6%,-13.6
COc1cc(SC)ccc1C(=O)Nc1nc2ccccc2[nH]1,-4.4,i,-0.3,-9.0%,-5.2%,-40.8%[inhibitor],0.7%,-2.8
O=S(=O)(c1ccc2ccccc2c1)N1CCN(C(=S)Nc2ccccc2F)CC1,1.6,i,-1.4,-2.4%,-1.6%,-45.0%[inhibitor],13.9%,-5.3
COc1ccc(Nc2ncnc3ccccc23)c(OC)c1,7.3,i,0.0,0.4%,5.6%,-34.0%[inhibitor][57.5 µM],6.0%,2.8
C=CCn1c(=O)c2c(nc3n2CCS3)n(C)c1=O,-5.3,x,-2.4,2.4%,-4.9%,-3.1%[57.5 µM],6.9%,29.6
CC1CN(C(=O)CN2C(=O)c3ccccc3S2(=O)=O)CC(C)O1 (stereo not drawn),0.2,i,-1.3,-1.7%,5.6%,-9.8%[57.5 µM],-0.8%,4.4
COc1ccc(-n2c(SCC(=O)Nc3cccc(C(=O)O)c3)nnc2-c2ccco2)cc1,-19.4,i,-1.6,1.2%,2.4%,-21.7%,8.0%,-21.5
Cc1cc(N2CCCC2=O)c(N)cc1N,0.4,i,0.0,1.4%,-4.4%,2.4%[57.5 µM],-6.6%,13.8
OCC1CCCC(n2cnc3c(=S)nc[nH]c32)O1 (stereo not drawn),-0.6,i,-0.2,5.9%,3.1%,i,8.7%,4.9
CCCCNC(=O)c1[nH]c(=O)cnc1-c1ccccc1,7.3,i,0.0,x,7.6%,14.0%,2.1%,-7.6
CCCCn1c(N)c(N(CC(C)C)C(=O)CN(C)S(=O)(=O)c2ccc(F)cc2)c(=O)[nH]c1=O,4.1,i,-0.4,-0.4%,2.0%,-23.3%,-5.8%,7.9
SMILES,DRD3 agonist,pAkt inh,CCT modulator,Mm-Cpn inhibitor,EPAC2 antagonist,PTHR1 ag,EPAC2 ag,DRD3 antagonist
COc1cccc(C(c2c(NC(=O)c3ccccc3)sc(C)c2C)N2CCN(C)CC2)c1 (stereo not drawn),-6.1,i,-21.2,-0.4%,-9.1%,i,-9.1%,-2.2
Cc1oc2cc(O)ccc2c(=O)c1Oc1ccc(F)cc1,2.4,i,-1.6,-2.8%,-1.0%,i,8.0%,1.8
CCOc1ccc2oc(C(=O)NC(C)(C)CC)c(C)c2c1,-7.2,i,-2.3,-4.2%,-7.3%,-21.6%,5.3%,-24.2
O=C(N/N=C/c1ccc(OC(F)F)cc1OC(F)F)c1cccc(S(=O)(=O)N2CCOCC2)c1,3.0,i,-3.3,-2.1%,-9.4%,-9.6%,19.6%,2.9
CCOc1ccc(NC(=O)NCCCn2c(C)nc3cc(C)c(C)cc32)cc1,-1.0,i,1.2,0.8%,-2.2%,-6.1%[57.5 µM],2.9%,-3.6
COc1ccccc1N(C)C(=O)c1cc(S(=O)(=O)N2CCc3ccccc32)cn1C,2.2,i,-0.9,-2.3%,-5.8%,i,28.9%,2.3
O=C(c1cn(Cc2ccccc2)nc1-c1cccnc1)N1CCN(Cc2c(F)cccc2Cl)CC1,0.2,i,0.4,-0.3%,-1.8%,-11.4%,3.2%,0.2
c1coc(-c2nnc(SCc3nc4ccccc4[nH]3)o2)c1,0.2,x,0.8,-4.6%,11.8%,-1.0%[57.5 µM],-2.4%,7.1
